# MOR-DOR ag – agonists of human mu-delta opioid receptor heterodimerization; cells, OPRM1-OPRD1 heterodimerization, luminescence; 340,000 compounds, 0.3% hits; activation, % at 9.3 µM; in the data active means activation above about 18%;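 further: 0% = vehicle-treated cells and 100% = reference agonist; values of inactives mirror those of a sister screen read the other way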
# Target sequence (P35372 whole entry, looked up): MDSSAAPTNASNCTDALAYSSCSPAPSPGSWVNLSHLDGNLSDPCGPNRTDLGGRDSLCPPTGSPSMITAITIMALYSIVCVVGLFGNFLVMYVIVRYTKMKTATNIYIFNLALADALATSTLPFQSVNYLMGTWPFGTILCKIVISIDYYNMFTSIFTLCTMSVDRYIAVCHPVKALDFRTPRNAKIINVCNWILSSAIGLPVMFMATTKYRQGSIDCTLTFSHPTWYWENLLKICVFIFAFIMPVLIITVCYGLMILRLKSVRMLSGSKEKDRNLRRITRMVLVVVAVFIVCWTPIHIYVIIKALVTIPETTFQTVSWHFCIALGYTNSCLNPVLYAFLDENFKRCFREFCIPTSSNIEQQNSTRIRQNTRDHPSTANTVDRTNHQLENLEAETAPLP
# Target sequence (P41143 whole entry, looked up): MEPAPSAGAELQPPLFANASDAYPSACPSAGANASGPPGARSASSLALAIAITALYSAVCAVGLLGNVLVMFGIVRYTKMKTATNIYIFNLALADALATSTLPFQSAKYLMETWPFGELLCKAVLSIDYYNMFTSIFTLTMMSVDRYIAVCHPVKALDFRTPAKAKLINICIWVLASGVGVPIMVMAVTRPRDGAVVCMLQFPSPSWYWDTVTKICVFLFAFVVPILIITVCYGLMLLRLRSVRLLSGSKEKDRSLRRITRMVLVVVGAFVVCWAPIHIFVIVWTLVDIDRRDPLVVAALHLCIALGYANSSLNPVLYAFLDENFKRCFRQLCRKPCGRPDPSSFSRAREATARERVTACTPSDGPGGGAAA
# Arr AP2 block – inhibitors of human beta-arrestin and AP2 interaction | FITC-arrestin peptide / GST-AP2 beads, flow cytometry; AP2 beta2 appendage carries R879A mutation | inhibition, % at 10 µM | 340,000 compounds, 0.31% hits;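 active means inhibition above a set limit, near 3 SD of compounds lacking own fluorescence, cut at about 54% in these data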;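 further: plate controls were DMSO wells for no effect and 5 µM unlabelled arrestin peptide for full effect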
#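 System: GST-AP2 R879A bound to glutathione beads, E. coli-expressed. Also added: 50 nM FITC-arrestin peptide. Schedule: compound with beads 12 min RT, then probe 1 h RT. Signal: bead flow cytometry, FITC channel. Read-out basis: percent response.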
# Keap1 Nrf2 FP – inhibitors of human Keap1-Nrf2 protein-protein interaction. Q14145. Keap1 Kelch-Nrf2 peptide fluorescence polarization, 1536-well. inhibition, % at 9.4 µM. 340,000 compounds, 0.15% hits. AID 504523; in the data active means inhibition above about 12%;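 further: human Keap1 Kelch domain with fluorescein labeled Nrf2 9mer peptide probe; 0% = neutral control wells and 100% = peptide positive control; higher means more block of Keap1 binding to Nrf2 peptide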
# OPRM1-OPRD1 inv – inverse agonist of human OPRM1-OPRD1 heterodimerization; P35372+P41143; cell-based MOR-DOR heterodimer luminescence, inverse agonism; inhibition, % at 9.3 µM; 340,000 compounds, 0.21% hits; AID 504357; in the data active means inhibition above about 22%, passing the limit was not always enough;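 further: 0% = cells with DMSO and 100% = wells without cells with DMSO; values of inactives mirror those of a sister screen read the other way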
# RTF Ca sens inh – cardiac RTF calcium desensitization; P19429+P45379; IANBD-labeled cardiac RTF, Ca2+ fluorescence; inhibition, % at 7.15 µM; 340,000 compounds, 0.12% hits; AID 493244;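 active means inhibition above the mean inhibition of all tested compounds plus 3 SD, cut at about 17% in these data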;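 further: assay run at fixed EC70 calcium of 1.6 mM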
# Wnt act – Wnt/beta-catenin pathway activation; AID 743398; Wnt/beta-catenin reporter cell assay, activator, plate reader; 300,000 compounds, 1.2% hits; activation, % at 9.35 µM; in the data active means activation above about 30%, passing the limit was not always enough;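 further: 0% = neutral control wells and 100% = positive control wells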
# C-LANA FP – blocks KSHV LANA C-terminal domain binding to DNA | 340,000 compounds, 0.078% hits | inhibition, % at 9 µM | MBP-C-LANA/FAM-LBS DNA binding, fluorescence polarization | AID 504423;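 active means highest replicate inhibition at or above 60% at 9 µM, even if other replicates fall short; inactive means all replicates below 60% inhibition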;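 further: 0% = neutral control wells and 100% = 4 µM acridine orange control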
# DSG3 Ab inh – blocks pemphigus antibody binding to human desmoglein-3. P32926. DSG3-coupled beads, scFv-anti-DSG3-GFP binding, flow cytometry; stronger effect = lower value. binding (percent of control), % at 10 µM. 310,000 compounds, 0.48% hits;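 active means binding more than 3 SD below its plate's average and above zero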; further: some compounds called inactive have numbers as strong as hits
# V-ATPase pHluor – alters yeast V-ATPase proton transport; S. cerevisiae, pHLuorin cytosolic pH fluorescence; response, % at 10 µM; 350,000 compounds, 0.37% hits; AID 504577; in the data active means response mostly above about 7.3%, no sharp cut-off; inactive means mostly below about 5.4%; further: actives read high; inactives centre near 0; some compounds called inactive have numbers as strong as hits; reference of the scale not given here
# RTF Ca sens act – cardiac RTF calcium sensitization | P19429+P45379 | IANBD-labeled TnC RTF fluorescence at EC20 calcium; 0% EC20 calcium, 100% full calcium | activation, % at 7.2 µM | 340,000 compounds, 0.24% hits;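 active means activation above the mean over all tested compounds plus 3 SD, cut at about 30% in these data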;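 further: rise in fluorescence read as greater calcium sensitivity of cardiac thin filaments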
# An asterisk follows results filed as active; x = not tested or not shown.
SMILES,MOR-DOR ag,Arr AP2 block,Keap1 Nrf2 FP,OPRM1-OPRD1 inv,RTF Ca sens inh,Wnt act,C-LANA FP,DSG3 Ab inh,V-ATPase pHluor,RTF Ca sens act
Cc1ccccc1NC(=O)CCN1CCN(C/C=C/c2ccccc2)CC1,0.6,1.1,-4.7,-3.3,-18.4,-3.7,0.8,110.9,1.6,7.7
CNS(=O)(=O)c1ccc2c(c1)NC(=O)C1CCCN21 (centres undefined),-0.8,2.6,-4.7,4.3,-4.4,x,-0.9,99.1,-4.3,6.5
CC(C)c1cccc(C2=CC(=O)C[C@H](c3ccc4c(c3)OCO4)C2)c1,-1.0,-1.8,-5.1,5.5,-9.8,-1.9,0.0,101.5,-0.6,6.0
Cc1nc2ccc(NC(=O)CCC3CCCC3)cc2s1,1.6,8.7,-3.5,-10.2,-8.4,3.4,0.1,x,0.4,-4.1
CCN1CCN(Cc2ccc(OCc3ccccc3)cc2)CC1,-0.4,0.1,-4.0,2.3,-1.9,x,2.1,104.5,5.5,1.0
COc1ccc(OC)c(/C=N/NC(=O)CNC(=O)c2cccc3ccccc23)c1,-0.4,22.6,0.9,2.2,-4.5,-1.6,-0.4,96.4,0.1,-4.3
CN1CCN(/N=C/c2ccc(N(c3ccccc3)c3ccccc3)cc2)CC1,-2.1,-12.0,-6.3,9.7,6.2,0.1,0.9,x,-1.6,-4.9
COc1ccc2c(c1)c(C(=O)CN1CCCCC1)c(C)n2C,-2.2,-1.0,-5.3,11.3,1.3,-1.3,0.1,105.2,-3.5,2.4
CC(=O)O[C@H]1CC[C@H]2[C@@H]3CCc4cc(O)ccc4[C@H]3CC[C@]12C,5.9,-14.9,-8.7,-32.1,5.5,2.3,1.1,x,-0.4,-3.1
Cc1[nH]c2ccccc2c1C(=O)CN1CCN(c2ccc(Cl)cc2)CC1,-0.2,-4.6,-2.0,1.1,-4.7,1.1,-1.8,x,-1.2,3.8
COc1ccc(CCN(C)C(=O)CSc2nccn2C)cc1OC,0.2,2.4,-4.5,-1.1,-2.3,-4.0,-0.3,99.3,5.1,0.6
Cn1c(=O)oc2cc(S(=O)(=O)N3CCC(C(=O)NCCc4ccccc4)CC3)ccc21,-3.5,34.7,-0.2,18.2,-1.1,-1.2,-1.9,90.9,2.7,0.7
CC(C)OP(=O)(OC(C)C)C1(O)C(=O)Nc2ccc(Br)cc21 (centres undefined),-2.4,4.5,-5.1,13.1,1.3,x,1.4,104.3,-8.1,-0.8
O=C(CC1C(=O)NCCN1C(=O)Nc1ccccc1)Nc1ccc2c(c1)OCCO2 (centres undefined),-2.2,9.2,-5.0,10.5,-1.4,2.6,1.7,102.8,10.6,-4.1
S=C(NCc1ccc2c(c1)OCO2)NCc1ccc2c(c1)OCO2,-0.1,7.8,-5.3,0.9,-11.1,2.0,-1.5,101.4,1.4,-0.5
COc1ccc(C(CNC(=O)c2cccc(S(=O)(=O)Nc3ccccc3OC)c2)N2CCOCC2)cc1 (centres undefined),0.0,4.7,-4.4,-0.2,4.9,-1.0,0.4,98.7,-6.1,-3.9
COc1ccc(CC(=O)Nc2ccc(S(=O)(=O)N3CCCC3)cc2)cc1OC,0.3,-1.1,3.3,-1.7,-6.2,-3.4,-0.2,94.7,-1.9,-6.7
O=C(COC(=O)c1ccc(O)cc1O)NC1CCS(=O)(=O)C1 (centres undefined),-0.4,10.1,-6.2,2.1,-5.4,-0.6,-0.2,99.3,1.5,-2.7
Cn1c(=O)c2c(ncn2Cc2nnc(N)s2)n(C)c1=O,-3.4,13.0,0.7,17.3,-7.5,-0.4,0.6,98.3,-2.2,2.3
COC(=O)[C@H](C)NC(=O)Nc1cccc(C)c1,-3.2,-7.7,6.3,15.9,0.1,x,2.0,103.3,2.2,-1.9
CC1CC(C)CN(C(=O)COc2cccnc2[N+](=O)[O-])C1 (centres undefined),-1.7,7.2,1.6,9.1,1.5,0.0,0.7,96.9,-3.8,0.2
COc1ccc(-c2cc(C(=O)N3CCN(S(=O)(=O)c4ccccc4)CC3)[nH]n2)cc1,-0.8,0.6,-5.8,4.2,0.5,28.2,1.5,114.4,0.7,12.7
CC(=O)c1ccc(C(=O)N2CCCC(N3CCN(c4ccc(F)cc4)CC3)C2)s1 (centres undefined),-1.7,36.2,2.5,7.0,0.8,-1.4,-0.4,118.3,3.2,-5.8
CCCOc1ccccc1C1CC(=O)Nc2cc3c(cc21)OCCO3 (centres undefined),4.3,-1.0,-4.0,-18.3,-2.4,-4.7,0.9,111.0,0.9,-2.9
Cc1ccc(S(=O)(=O)Nc2ncnc3ccccc23)cc1,-3.3,-1.6,5.1,17.6,3.1,1.5,1.0,107.7,-1.9,-11.2
CC1CCCN(C(=O)CSc2cnc3ccccc3n2)C1 (centres undefined),-2.3,-7.0,-1.8,12.2,-10.2,-0.6,0.3,96.3,7.0,-0.6
COc1ccccc1NC(=O)NCCCN1CCN(c2cccc(Cl)c2)CC1,3.5,15.0,2.1,-20.8,3.1,0.8,1.8,108.3,-1.5,3.6
O=C(Cc1ccc(Cl)cc1)N/N=C/c1cccs1,-0.2,-1.6,1.7,1.5,10.3,-3.7,1.2,108.5,0.1,-0.8
COc1ccc([N+](=O)[O-])cc1NC(=O)c1ccc(N2C(=O)CCC2=O)cc1,-0.6,-0.4,-3.4,2.8,-18.4,2.0,-0.3,99.9,0.0,-0.5
CN(C)c1ccc(/C=N/N2CCN(Cc3ccccc3Cl)CC2)cc1,-5.2,16.8,0.5,25.9,0.4,-2.1,0.0,94.0,3.1,5.5
O=C(Nc1ccccn1)NC(C(F)(F)F)C(F)(F)F,0.8,3.8,-6.1,-4.9,9.6,-3.5,-0.2,106.5,-1.9,-2.7
CC(NC(=S)Nc1ccccc1OC(F)F)C(C)(C)C (centres undefined),-1.0,1.8,-1.7,5.2,-2.2,-0.1,0.1,101.2,1.6,-5.0
Cc1[nH]c2ccccc2c1C1=CN2CCS(=O)(=O)N=C2S1,-1.8,-2.2,-0.7,7.5,-8.9,x,-0.9,102.6,-1.8,4.4
O=C(CCNS(=O)(=O)c1ccc2[nH]c(=O)oc2c1)Nc1cccc(Br)c1,-2.5,-8.8,-3.2,13.6,-9.3,-0.2,0.4,x,-1.8,-0.6
CCN(CC)C(=O)[C@H]1CC(CC(=O)NCCC2=CCCCC2)C(=O)N2CCc3c([nH]c4ccccc34)[C@]12C (some centres undefined),1.8,43.1,2.2,-8.3,0.8,-1.9,-1.4,98.7,-1.0,-2.5
COc1cc(C(=S)N2CCOCC2)ccc1OS(=O)(=O)c1ccccc1[N+](=O)[O-],-1.9,x,-3.5,8.6,-9.3,x,-0.5,90.3,-2.0,-1.0
CN(C)c1cc(N)c2ccccc2n1 (tested in a mixture with another compound),-1.5,7.2,-4.7,9.3,-29.3,-2.7,-2.9,103.1,0.1,-11.7
CC1=C(C(=O)Nc2ccc(CC(=O)NCc3ccc(OC(C)C)cc3)cc2)SCCO1,-2.8,-20.1,-3.0,14.6,-1.1,-6.5,0.6,93.6,-3.9,-4.5
Cc1ccc2nc3c(cc(C#N)c(=O)n3-c3nccs3)c(=O)n2c1,-1.8,8.6,-2.4,10.5,1.4,x,1.4,x,-1.1,9.5
O=C(Nc1cccc2cccnc12)c1ccc(Br)o1,1.3,41.8,-1.4,-6.8,-12.6,x,0.2,x,0.2,-1.8
CCN(C(=O)COC(=O)CCCc1nc2ccccc2s1)c1c(N)n(Cc2ccccc2)c(=O)[nH]c1=O,-4.8,17.9,-3.0,18.8,-6.8,1.7,-0.5,101.1,-8.2,1.8
Cc1ccccc1S(=O)(=O)N1[C@@H](c2ccc(Br)cc2)C(C(=O)O)=CC[C@H]1c1ccc(Cl)cc1,-1.4,5.4,-3.1,6.7,1.5,-2.1,0.6,94.8,-1.9,-7.1
Cc1ccc(-c2csc(/C(C#N)=C/Nc3ccc4c(c3)OCCO4)n2)cc1,-0.7,6.8,-8.6,5.1,-10.9,-10.7,1.0,91.9,-3.9,2.2
N#C/C(=C(/O)CCl)c1nnc2n1CCCCC2,-2.4,35.5,-0.4,11.2,-0.8,0.2,-1.0,95.0,5.7,-0.7
COc1cccc(/C=N/NC(=O)c2ccc(CN3c4cccc5cccc(c45)S3(=O)=O)cc2)c1,2.3,34.8,-0.3,-12.3,-0.3,-2.4,2.4,106.4,-3.6,-4.6

# Some of these compounds in order of molar mass, low to high:
SMILES,MOR-DOR ag,Arr AP2 block,Keap1 Nrf2 FP,OPRM1-OPRD1 inv,RTF Ca sens inh,Wnt act,C-LANA FP,DSG3 Ab inh,V-ATPase pHluor,RTF Ca sens act
CC(NC(=S)Nc1ccccc1OC(F)F)C(C)(C)C (centres undefined),-1.0,1.8,-1.7,5.2,-2.2,-0.1,0.1,101.2,1.6,-5.0
Cc1[nH]c2ccccc2c1C(=O)CN1CCN(c2ccc(Cl)cc2)CC1,-0.2,-4.6,-2.0,1.1,-4.7,1.1,-1.8,x,-1.2,3.8
Cc1ccc(-c2csc(/C(C#N)=C/Nc3ccc4c(c3)OCCO4)n2)cc1,-0.7,6.8,-8.6,5.1,-10.9,-10.7,1.0,91.9,-3.9,2.2
COc1ccc(C(CNC(=O)c2cccc(S(=O)(=O)Nc3ccccc3OC)c2)N2CCOCC2)cc1 (centres undefined),0.0,4.7,-4.4,-0.2,4.9,-1.0,0.4,98.7,-6.1,-3.9
Cc1ccccc1S(=O)(=O)N1[C@@H](c2ccc(Br)cc2)C(C(=O)O)=CC[C@H]1c1ccc(Cl)cc1,-1.4,5.4,-3.1,6.7,1.5,-2.1,0.6,94.8,-1.9,-7.1

# Later entries:
SMILES,MOR-DOR ag,Arr AP2 block,Keap1 Nrf2 FP,OPRM1-OPRD1 inv,RTF Ca sens inh,Wnt act,C-LANA FP,DSG3 Ab inh,V-ATPase pHluor,RTF Ca sens act
O=C(N/N=C/c1cc(Br)c(O)c(Br)c1)c1cc2c(ccc3ccccc32)o1,-1.6,1.0,-0.8,9.3,4.0,1.8,13.8,x,-1.4,-9.5
COc1ccc(C)cc1S(=O)(=O)N1CCC2(CC1)OCCN2S(=O)(=O)c1cccs1,-1.1,16.7,-5.4,6.8,-3.5,-1.7,-0.5,96.7,6.8,-14.0
C[C@H](CO)N1C[C@H](C)[C@@H](CN(C)Cc2ccccc2)Oc2c(NS(=O)(=O)c3ccc(F)cc3)cccc2C1=O,-3.2,-7.0,3.9,18.1,-18.2,1.0,-1.9,100.3,1.9,-0.1
S=C1N(c2ccccc2)CN(C2CCCCC2)CN1c1ccccc1,-3.3,-11.0,0.8,14.7,-6.7,-2.9,2.1,96.6,2.4,3.0
CCOC(=O)c1ccc(NC(=S)Nc2ccc(Cl)cn2)cc1,2.6,-1.0,-0.8,-13.9,-10.6,-1.3,0.5,92.6,8.3,7.0
OC1(c2ccc(Cl)cc2)CCN(Cc2cn[nH]c2-c2ccccc2)CC1,-2.3,-14.3,2.3,11.6,-12.3,-0.6,-0.5,100.1,-0.6,-4.1
CCOc1ccc(S(=O)(=O)N(CC)CC(=O)NCc2ccncc2)cc1C,-2.0,-6.0,-0.8,10.6,-8.4,0.1,-0.6,x,1.7,3.1
COCCNC(=O)c1ccc(CS(=O)(=O)c2ccccc2OC)o1,-3.5,-7.4,-3.3,15.8,1.7,0.4,0.2,95.7,-3.0,-1.2
COCCN(C(=O)c1ccccc1)c1nnc(-c2cccnc2)s1,-2.8,4.4,-3.6,15.1,-5.7,x,-0.1,95.3,2.0,5.3

# Compound activity: PubChem BioAssay, several laboratories
